MITF inh = blocks human microphthalmia-associated transcription factor. O75030. AlphaScreen MITF homodimerization, bead proximity signal. inhibition, % at 2.6 µM. 650,000 compounds, 0.91% hits; in the data active = inhibition above about 50%;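 also: 0% = vehicle wells with protein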
FBW7 activator = activators of human E3 ligase FBW7. Q969H0. AlphaScreen FBW7–phospho-cyclin E peptide binding, activator screen. normalized activity (activation), % at 26.1 µM. 650,000 compounds, 0.13% hits; in the data active = normalized activity above about 1.9%;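 also: purified mutant Fbw7 with reduced substrate affinity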
Target sequence (Q969H0 whole entry, looked up): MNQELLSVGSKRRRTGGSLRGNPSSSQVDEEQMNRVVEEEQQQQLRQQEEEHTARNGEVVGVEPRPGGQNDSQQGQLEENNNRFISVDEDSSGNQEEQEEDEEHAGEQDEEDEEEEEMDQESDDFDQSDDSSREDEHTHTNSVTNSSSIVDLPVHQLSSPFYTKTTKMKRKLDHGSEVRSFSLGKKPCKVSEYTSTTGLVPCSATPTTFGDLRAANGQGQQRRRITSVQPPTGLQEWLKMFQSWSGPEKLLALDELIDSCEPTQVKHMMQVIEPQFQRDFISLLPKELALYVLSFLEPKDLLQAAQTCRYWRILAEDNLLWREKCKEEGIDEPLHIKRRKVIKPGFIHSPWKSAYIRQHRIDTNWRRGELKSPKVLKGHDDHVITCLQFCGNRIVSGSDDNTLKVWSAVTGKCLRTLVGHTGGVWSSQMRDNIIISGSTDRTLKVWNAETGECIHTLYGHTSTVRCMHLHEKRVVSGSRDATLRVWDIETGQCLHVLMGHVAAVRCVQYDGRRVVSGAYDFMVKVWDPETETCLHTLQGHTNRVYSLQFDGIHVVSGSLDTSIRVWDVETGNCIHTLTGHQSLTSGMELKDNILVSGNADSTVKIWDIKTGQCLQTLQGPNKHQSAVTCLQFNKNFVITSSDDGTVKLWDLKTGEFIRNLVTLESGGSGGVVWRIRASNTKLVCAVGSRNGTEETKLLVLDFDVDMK
TEAD-YAP block = TEAD-YAP interaction inhibition | HEK-TIYL cells, TEAD-Gal4/YAP UAS-luciferase luminescence | inhibition, % at 9.12 µM | 640,000 compounds, 1.4% hits; in the data active = inhibition above about 32%;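 also: 0% = median of test compound wells and 100% = reference inhibitor wells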
GPR151 ag = human GPR151 activation | 650,000 compounds, 1% hits | activation, % at 11.2 µM | PathHunter beta-arrestin GPR151 cells, luminescence | Q8TDV0 | AID 1508602; in the data active = activation above about 4.9%;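 also: 0% = median of compound wells and 100% = cells with positive control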
Target sequence (Q8TDV0 whole entry, looked up): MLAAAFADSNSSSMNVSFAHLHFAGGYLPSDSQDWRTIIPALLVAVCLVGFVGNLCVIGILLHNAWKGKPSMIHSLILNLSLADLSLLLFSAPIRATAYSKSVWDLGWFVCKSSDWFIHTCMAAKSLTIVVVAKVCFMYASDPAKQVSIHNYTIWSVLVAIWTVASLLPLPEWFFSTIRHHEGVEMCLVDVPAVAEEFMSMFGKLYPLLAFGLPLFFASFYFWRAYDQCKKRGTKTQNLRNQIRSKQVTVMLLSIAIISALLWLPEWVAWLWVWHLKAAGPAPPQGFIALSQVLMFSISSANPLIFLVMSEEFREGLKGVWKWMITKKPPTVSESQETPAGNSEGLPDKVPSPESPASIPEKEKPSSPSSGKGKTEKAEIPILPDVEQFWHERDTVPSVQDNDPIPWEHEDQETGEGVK
The depositor's hits bear a star; & = joins results of further samples.

#	molecule	MITF inh	FBW7 activator	TEAD-YAP block	GPR151 ag
1	CC(C)=CCN1CCC2(CCC(CNC(=O)Cn3ccc(C)n3)O2)CC1 (stereo unspecified)	1	-0.2	-10	0.5
2	COc1ccc(C2(C(=O)N3CCCC(n4nc(-c5cccs5)ccc4=O)C3)CC2)cc1 (stereo unspecified)	-8	0.0	9	0.9
3	CCc1ccccc1OCCCCCCNCCO	-9	0.5	1	0.8
4	Cc1cc(C)n2ncc(C(=O)NC(C)c3ccccc3)c2n1 (stereo unspecified)	6	-0.1	-8	1.4
5	CC(=O)Cc1nc(-c2ccccc2)no1	7	0.0	4	-0.4
6	Cc1ccc(NC(=O)N(Cc2nnc3n2CCCCC3)c2ccccc2)cc1	-9	0.0	-2	-1.5
7	C[C@H](Nc1ccc(C(F)(F)F)cc1[N+](=O)[O-])C(=O)Nc1nc2ccccc2[nH]1	-4	-0.3	32*	0.1
8	O=C(O)c1ccccc1Oc1ccccc1	-1	0.1	10	0.0
9	O=C(Oc1c(Cl)ccc2ccccc12)N1CCOCC1	7	0.5	2	1.1
10	CC1=C(C(=O)OCc2ccccc2)C(c2ccc(N(C)C)cc2)C2=C(CCCC2=O)N1 (stereo unspecified)	2	-0.5	11	1.8
11	Cc1nc(Nc2ccc(F)cc2F)c2cc(C)sc2n1	6	0.1	0	0.0
12	COc1ccc(C2CC(C(F)(F)F)n3ncc(C(=O)Nc4sc5c(c4C(=O)OC(C)C)CCCC5)c3N2)cc1 (stereo unspecified)	-7	0.5	-5	-0.4
13	COC(=O)C1=C(C)NC2=C(C(=O)CC(c3ccccc3)C2)C1c1ccccc1[N+](=O)[O-] (stereo unspecified)	24&25	0.1&0.2	10&17	1.0&-0.9
14	O=C(CN1C(=O)c2ccccc2C1=O)N1CCN(C(c2ccccc2)c2ccccc2)CC1	-13	0.1	-3	-1.0
15	COc1ccccc1Oc1ccc(S(=O)(=O)NCCCC(=O)O)cc1	11	0.2	-9	-1.5
16	C=CCn1c(SCC(=O)c2[nH]c(C)c(C(=O)OC)c2C)nc2scc(-c3ccc(OC)c(OC)c3)c2c1=O	14	0.1	-3	-0.3
17	CC(NS(=O)(=O)c1ccc(OCC(=O)O)c(Cl)c1)c1ccccc1 (stereo unspecified)	1	0.0	1	-1.0
18	CC(C)(O)C#Cc1ccc(CN2CCN(Cc3ccsc3)C(CCO)C2)s1 (stereo unspecified)	5	0.1	17	-0.7
19	O=C(CCc1ccccc1)Nc1ccc([N+](=O)[O-])cc1O	4	-0.2	-24	1.7
20	O=C(Nc1nn[nH]n1)C(Sc1ccccc1)c1ccccc1 (stereo unspecified)	7	0.2	2	-0.8
21	CC1(c2ccccc2)NC(=O)N(CCOc2ccc(Cl)cc2)C1=O (stereo unspecified)	11	0.4	11	-1.3
22	CCOC(=O)COc1ccccc1C(=O)c1cnn(-c2ccccc2)c1	8	-0.1	-32	0.3
23	CCc1nc2sc(C(c3cccc(Br)c3)N3CCOCC3)c(O)n2n1 (stereo unspecified)	-1	0.0	12	0.0
24	COc1ccccc1N1CCN(c2ccc([N+](=O)[O-])cc2C(=O)O)CC1	4	-0.1	8	0.1
25	O=C1CN(C(=O)COC(=O)CCCc2nc3ccccc3s2)c2ccccc2N1	-3	-0.1	5	0.3
26	O=C1SC(c2cc(I)ccc2Cl)=N/C1=C/c1ccccc1Br	8	0.1	0	1.5
27	C=C(C)CNC(=S)NNC(=O)c1cccs1	-7	0.1	11	0.9
28	CCOc1ccc(/C(O)=C2\C(=O)C(=O)N(CCCN(C)C)C2c2ccc(OC)c(OC)c2)c(C)c1 (stereo unspecified)	10	0.0	13	-0.1
29	O=C(Nc1ccc(SCCN2CCCCCC2)nn1)C1CC1	18	0.5	-5	-0.7
30	CCOC(=O)N1CCN(S(=O)(=O)c2cc([N+](=O)[O-])c(C)cc2C)CC1	-8	0.1	11	-0.6

Compound profiles, from the list above. Values in the order: MITF inh | FBW7 activator | TEAD-YAP block | GPR151 ag
Shown for `CC(C)=CCN1CCC2(CCC(CNC(=O)Cn3ccc(C)n3)O2)CC1` (stereo unspecified) = 1 | -0.2 | -10 | 0.5
Shown for `O=C(O)c1ccccc1Oc1ccccc1` = -1 | 0.1 | 10 | 0.0
Shown for `CC(=O)Cc1nc(-c2ccccc2)no1` = 7 | 0.0 | 4 | -0.4
Shown for `O=C(Nc1nn[nH]n1)C(Sc1ccccc1)c1ccccc1` (stereo unspecified) = 7 | 0.2 | 2 | -0.8
Shown for `COc1ccccc1N1CCN(c2ccc([N+](=O)[O-])cc2C(=O)O)CC1` = 4 | -0.1 | 8 | 0.1

Additional entries follow:
#	molecule	MITF inh	FBW7 activator	TEAD-YAP block	GPR151 ag
31	O=C(OCC(=O)N1CCc2ccccc21)c1ccccc1C(F)(F)F	5	0.4	-61	-0.7
32	CCC(CC)NC(=O)c1cc(OC)cc(OC)c1	1	-0.1	-5	-0.6
33	COC1=C(OC)C(=O)c2ccccc2C1=O	-10	-0.1	-8	0.6
34	Cn1c(N)c(C(=O)c2cc(-c3ccc(Cl)cc3)nc3ccccc23)c(=O)[nH]c1=O	16	0.0	-8	2.5
35	CC(=O)Nc1ccccc1OC1OC(CO)C(O)C(O)C1NC(C)=O (stereo unspecified)	20	0.2	2	-0.6
36	O=C(NC1CCCC1)C1CCN(Cc2cccc(Br)c2)CC1	22	-0.1	7	2.1
37	C/C(Cl)=C/Cn1c(N2CCCC2)nc2c1c(=O)n(C)c(=O)n2C	22	0.3	0	-1.3
38	COc1ccc(-c2nc3cc(C)ccn3c2NC(=O)c2ccc(C)cc2)cc1	-3	-0.2	-26	-1.5
39	CCOCCCNC(=O)c1ccc(C)c([N+](=O)[O-])c1	-15	-0.2	-12	0.1
40	Cc1cccn2cc(COc3cccc([N+](=O)[O-])c3)nc12	5	0.0	-47	-1.2
41	NNC(=O)CNC(=O)c1ccc(S(=O)(=O)N2CCCC2)cc1	8	0.0	4	2.7
42	Cc1ccc(C2C(C#N)=C(N)Oc3c2sc2ccccc32)o1 (stereo unspecified)	10	0.0	8	-0.1
43	Cc1cc(C)c(C#N)c(SCC(=O)NC2CCCCC2)n1	1	-0.1	2	-0.5
44	Cc1nccn1C(C)CC(=O)O (stereo unspecified)	16	0.5	0	1.8
45	Nc1nc(Nc2ccc3c(c2)OCO3)cc(NC2CCN(Cc3ccccc3)CC2)n1	-1	-0.2	-2	0.3
46	CC(C)(C)NC(=O)Cn1nnc(-c2ccc(S(C)(=O)=O)cc2)n1	-10	0.0	-3	-0.8
47	CCCCn1c(NN)nc2sc3c(c2c1=O)CCCC3	29	0.3	-3	2.6
48	C#CCOc1ccc(C=C2C(=O)NC(=S)NC2=O)cc1Br	5	0.0	-4	-0.7
49	O=C1NC(=O)N(c2ccc(F)cc2)C(=O)/C1=C/C=C/c1ccccc1[N+](=O)[O-]	17	-0.2	8	-0.1
50	COc1cc(/C=N/n2cnnc2)cc(Br)c1OCc1ccc(F)cc1	-7	-0.1	1	-0.2
51	CC(=O)Nc1ccc(NC(=O)c2cc(N3CCN(Cc4ccc5c(c4)OCO5)CC3)nc3ccccc23)cc1	12	0.3	7	0.1
52	O=S(=O)(NCCc1cn2ccsc2n1)c1ccc(Oc2ccccc2)cc1	10	-0.2	7	1.5
53	CC(=O)c1ccc(-c2ccc(N)cc2)s1	7	0.1	-65	2.5
54	COc1ccc(NC(=O)CSc2nc3ccccc3c(=O)n2CC2CCCO2)c(OC)c1 (stereo unspecified)	0	-0.1	4	0.7
55	Cc1ccc(NCC(=O)N/N=C\C(Br)=C\c2ccccc2)cc1	1	-0.1	6	-0.4
56	O=C(Cc1ccc([N+](=O)[O-])cc1)NC1C2CC3CC(C2)CC1C3 (stereo unspecified)	-2	0.0	-6	-0.6
57	Cc1cc(SCC(=O)Nc2ccccc2C(F)(F)F)nc(=O)[nH]1	-1	0.2	-2	1.8
58	Cc1ccc(C2(CCN)CCOC(C(C)C)C2)cc1 (stereo unspecified)	0	0.2	11	0.5
59	N#Cc1c(-c2ccccc2)cc(-c2ccccc2)c(C#N)c1N	-6	0.0	4	1.4
60	Cc1ccc(CNC(=O)C2(c3cccs3)CCOCC2)cc1	-1	0.0	4	1.2
61	COc1cc(C2NC(=O)NC(O)(C(F)(F)F)C2C(C)=O)ccc1OCc1ccccc1 (stereo unspecified)	-7	0.0	-26	-1.9
62	O=C(/C=C\c1ccccc1)NC(=S)NC1CCCC1	2	-0.1	-69	-0.3
63	CCn1c2ccccc2c2nnc(SCC(=O)c3ccccc3)nc21	4	0.0	-4	0.8
64	COc1ccc(CNc2n[nH]c3nc(C)cc(C)c23)cc1	0	0.6	-13	0.7
65	O=C(c1nc2ccccn2c1CNC(Cn1cccn1)c1ccccc1)N1CCCC1 (stereo unspecified)	1	0.1	9	0.8
66	Cc1cc(C)c(Cc2c(C)nc3c(C(=O)NCc4ccc(Cl)cc4)cnn3c2C)c(C)c1	4	0.6	4	-1.0
67	COc1cccc(CNC(=O)CCC2CCCN(C(=O)C3=CCCC3)C2)c1 (stereo unspecified)	9	0.4	1	-0.2
68	CS(=O)(=O)N(CC(=O)Nc1cc(Cl)cc(Cl)c1)c1ccc(Cl)cc1	17	-0.1	12	-0.2
69	Cc1cccc(NC(=O)CSC2=C(C#N)C(c3ccco3)C3=C(CCCC3=O)N2)c1C (stereo unspecified)	12	0.1	1	0.0
70	COc1ccc(-c2noc(N3CCCC(C(=O)NC4CCCC(C)C4C)C3)n2)cc1 (stereo unspecified)	-2	-0.1	-2	-2.1
71	COc1cc(CNc2ccccc2)cc2c1OCO2	62*	0.1	-5	0.3
72	Cn1c(=NC(=O)COc2ccccc2)sc2cccc(F)c21	3	-0.1	-16	0.5
73	CCN(CC)C1=CC2=CC(=C(C#N)C#N)CCC2CC1 (stereo unspecified)	0	-0.2	20	0.8
74	CC(C)(C)c1ccc(CSc2nnc(N)s2)cc1	1	-0.1	-38	-0.1
75	CCCCCn1c(SCc2cccc([N+](=O)[O-])c2)nc2cc(C(=O)NCC3CCCO3)ccc2c1=O (stereo unspecified)	-13	-0.1	-2	-1.0
76	CC(C)NC(=O)Cn1c(=O)n(Cc2cccs2)c2ncccc21	0	0.0	-1	0.5
77	COc1ccc(OCC(=O)Nc2ccc(-c3nc4ccccc4s3)cc2)cc1	1	-0.1	5	-2.1
78	COc1ccc(-c2nc3ccccc3c(=O)n2NC(=O)/C=C/c2ccc(Br)cc2)cc1OC	18	-0.1	11	0.0
79	Cc1ccc(NC(=O)Cn2nnc(-c3ccccc3NC(=O)c3cccc(C)c3)n2)cc1	-4	0.0	10	5.0*
80	Cc1ccc(NC(=O)CSc2nc3ccccc3c(=O)n2CC2CCC(C(=O)NCCc3ccccc3)CC2)cc1C (stereo unspecified)	10	0.0	5	0.1
81	C#CCN1Cc2cc(OC)c(OC)cc2C2(CCCC2)C1	9	-0.1	-11	1.4
82	CCCN1CCC(N(C2CC2)S(=O)(=O)c2ccc([N+](=O)[O-])cc2)CC1	-2	-0.1	0	0.1
83	O=C(Nc1scc(-c2ccc(F)cc2)c1C(=O)O)c1ccco1	-4	0.1	-3	-5.9
84	COc1ccc(CCNC(=O)CN2C(=O)C(=O)N(C3CCCC3)C2=O)cc1OC	0	-0.1	1	2.1
85	O=C1N(c2ccccc2)C(c2ccc(Cl)cc2)N2CCCN12 (stereo unspecified)	4	-0.2	-6	-0.8
86	CCOc1ccc(C(=O)Nc2ccc3nc(N4CCCCC4)cc(C)c3c2)cc1	2	0.5	-1	1.3
87	N#CC1=C(N)Oc2cc(O)ccc2C1c1cccc(Cl)c1Cl (stereo unspecified)	5	0.0	-7	0.4
88	O=C1CCC/C(=N\NC(=O)c2cccc(S(=O)(=O)N3CCOCC3)c2)C1	4	0.0	8	-1.3
89	CCCCCCc1c(C)c2cc(Cl)c(OCc3ccccc3)cc2oc1=O	-3	0.1	0	-1.2
90	NC(=O)c1ccc(-c2nc(NCCCN3CCCC3=O)c3ncn(-c4ccsc4)c3n2)cc1	3	-0.1	49*	0.0

Copied from the list.
GPR151 ag result of no. 72 → 0.5
FBW7 activator result of no. 68 → -0.1
MITF inh result of no. 52 → 10
FBW7 activator result of no. 35 → 0.2
GPR151 ag result of no. 26 → 1.5

Additional entries.
#	molecule	MITF inh	FBW7 activator	TEAD-YAP block	GPR151 ag
91	Cc1ccc(C(=O)Cn2nnc3ccccc3c2=O)cc1	8	-0.2	-65	0.0
92	C=CCc1cc(C)cc(C)c1OCCN1CCN(C)CC1	-1	-0.2	7	-0.3
93	CC[C@@H](Cn1nc(-c2cccs2)ccc1=O)NC(=O)CN1Cc2ccccc2C1=O	6	0.2	11	0.1
94	CN1CCN(CC(O)COCCOc2ccc(C(C)(C)C)cc2)CC1 (stereo unspecified)	12	0.1	-11	-1.7
95	CNC(=O)N(O)C1N(/N=C/c2ccco2)C(=S)SC1(C)C (stereo unspecified)	-4	0.8	3	4.0
96	O=C(/C=C/c1ccccc1)NCCCNC(=O)/C=C/c1ccccc1	0	-0.1	0	-0.1
97	CC(C)S(=O)(=O)NCc1nnc2n1CCN(Cc1cc3ccccc3[nH]1)CC2	10	0.1	0	3.3
98	O=C1C(=O)N(C2CCCC2)C(=O)N1CCOc1cccc(Br)c1	11	0.1	-2	-1.7

Reformatted with two lines to a compound: part of the list above
Results follow in this order: MITF inh | FBW7 activator | TEAD-YAP block | GPR151 ag
95	CNC(=O)N(O)C1N(/N=C/c2ccco2)C(=S)SC1(C)C (stereo unspecified)
    -4 | 0.8 | 3 | 4.0
96	O=C(/C=C/c1ccccc1)NCCCNC(=O)/C=C/c1ccccc1
    0 | -0.1 | 0 | -0.1
97	CC(C)S(=O)(=O)NCc1nnc2n1CCN(Cc1cc3ccccc3[nH]1)CC2
    10 | 0.1 | 0 | 3.3
98	O=C1C(=O)N(C2CCCC2)C(=O)N1CCOc1cccc(Br)c1
    11 | 0.1 | -2 | -1.7
